Screening results deposited in PubChem BioAssay by National Center for Advancing Translational Sciences (NCATS).
L3MBTL1 inh: inhibitors of human L3MBTL1 | Q9Y468 | AlphaScreen L3MBTL1–H3K9me1 peptide binding | Potency, µM (series often up to 57.1 µM), for the others: at the top dose activity, negative = inhibition, hits mostly inhibitors | hit rate 0.66% among 230,000; further: nearly all actives have a fitted effect of over 60% in size
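AlphaScreen proximity signal between nickel-chelate acceptor and streptavidin donor beads (final 10 ug/mL) reports binding of 50 nM L3MBTL1 to 75 nM biotin-H3 K9me1 peptide; complex incubated with compounds 30 min at room temperature; cefsulodin titration as control.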
TexasRed fluor: alters Texas Red total fluorescence, flagging assay interference. hit rate 0.29% among 280,000. TRb/SRC2 Texas Red total fluorescence interference. Potency, µM (highest dose often 106 µM), for the others: top-dose fluorescence change, negative = quenching; active means well fitted curve in either direction with a large enough effect; inconclusive means small, poorly fitted or top-dose-only effect
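Flags fluorescent or light-absorbing compounds by total fluorescence, S + 2P, at 555 nm excitation and 632 nm emission. Mixture: 20 nM Texas Red SRC2 peptide, 0.6 uM human TRb LBD, 1 uM T3, 5% DMSO; compound exposure 5 h at ambient temperature.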
JMJD2E inh: JMJD2E (human) inhibition. B2RXH2. JMJD2E catalytic domain, FDH-coupled NADH fluorescence (FDH is formaldehyde dehydrogenase). Potency, µM (top dose mostly 57.1 µM), for the others: at the highest dose activity change, negative = inhibition, most hits filed as inhibitors. hit rate 1.6% among 230,000. AID 2147; active means well fitted inhibition curve with a large enough effect, not every such curve was filed as active; inconclusive means small, poorly fitted or top-dose-only effect, or another doubt; inactive means no such curve, though single readings can be large or run the other way;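 further: 0% = wells with enzyme and -100% = buffer wells without enzyme; nearly all actives have a fitted effect of over 50% in size; many of its hits are not listed in these tables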
Target sequence (B2RXH2 1-337 limits assumed): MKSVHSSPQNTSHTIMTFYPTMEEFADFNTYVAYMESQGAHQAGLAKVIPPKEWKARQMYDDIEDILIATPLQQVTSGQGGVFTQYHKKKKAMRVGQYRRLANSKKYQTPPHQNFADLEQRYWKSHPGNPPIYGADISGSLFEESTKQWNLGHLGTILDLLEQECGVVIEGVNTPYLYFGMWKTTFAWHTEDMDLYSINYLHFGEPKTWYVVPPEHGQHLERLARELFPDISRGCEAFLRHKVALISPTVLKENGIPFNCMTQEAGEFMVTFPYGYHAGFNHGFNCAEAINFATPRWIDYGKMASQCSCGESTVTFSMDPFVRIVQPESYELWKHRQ
RECQ1 helicase: blocks DNA unwinding by human RECQ1 | P46063 | RECQ1 DNA unwinding, red fluorescence kinetic read | Potency, µM (titrated, usually from 57.3 µM), without a hit: at the highest dose activity, negative = inhibition, usual class: inhibitors | hit rate 0.54% among 240,000;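 further: plate controls were vehicle for no effect and no enzyme for full effect; nearly all actives have a fitted effect of over 30% in size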
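RECQ1T1 50 nM; forked duplex (20 bp + 30-nt ss tails) 200 nM, ATP 2 mM final; pH 8.0, 2 mM MgCl2, 2.5 ug/ml poly(dI-dC); 15 min compound preincubation; discontinuous kinetic read over 2 h at RT.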
Tau fibril ThT: blocks human tau fibril formation measured by thioflavin T; P10636; recombinant tau K18 P301L (four-repeat tau fragment), heparin-induced fibrillization, ThT fluorescence; Potency, µM (doses to about 57.4 µM), without a hit: at the highest dose activity, negative = inhibition, hits mostly inhibitors; hit rate 2.1% among 270,000; further: nearly all actives have a fitted effect of over 55% in size
Target sequence (P10636 561-689 P618L limits assumed): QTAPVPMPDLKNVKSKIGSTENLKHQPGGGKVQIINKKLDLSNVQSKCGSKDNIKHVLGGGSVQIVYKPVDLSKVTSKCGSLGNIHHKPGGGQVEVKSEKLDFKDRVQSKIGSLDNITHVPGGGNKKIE
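Aggregation was driven by heparin (20 uM final) acting on recombinant tau […] bearing P301L in 100 mM sodium acetate pH 7; fibrils were detected with Thioflavin T.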
TRb SRC2 PPI: inhibitors of human thyroid hormone receptor beta-SRC2 interaction; TRbeta-SRC2 peptide binding, fluorescence polarization; receptor liganded with 1 µM T3; Potency, µM (doses to about 106 µM), without a hit: at the highest dose activity change, negative = inhibition, most hits filed as inhibitors; hit rate 0.065% among 280,000;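 further: plate controls were bound peptide for no effect and peptide without receptor for full effect; nearly all actives have a fitted effect of over 50% in size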
Target sequence (P10828 whole entry, looked up): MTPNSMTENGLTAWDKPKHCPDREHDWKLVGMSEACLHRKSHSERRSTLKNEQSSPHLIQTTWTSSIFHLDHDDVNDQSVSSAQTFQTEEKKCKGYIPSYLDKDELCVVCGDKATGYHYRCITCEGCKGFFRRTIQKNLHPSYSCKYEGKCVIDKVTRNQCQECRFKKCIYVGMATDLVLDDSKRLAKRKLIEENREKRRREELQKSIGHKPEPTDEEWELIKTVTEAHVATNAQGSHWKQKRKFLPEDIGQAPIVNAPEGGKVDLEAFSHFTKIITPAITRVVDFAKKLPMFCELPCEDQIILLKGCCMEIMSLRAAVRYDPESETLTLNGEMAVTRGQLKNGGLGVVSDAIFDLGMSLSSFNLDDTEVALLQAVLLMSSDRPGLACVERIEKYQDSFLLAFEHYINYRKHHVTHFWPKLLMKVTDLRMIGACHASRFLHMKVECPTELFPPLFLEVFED
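Each compound concentration gave % activity, normalized to unbound and bound Texas Red SRC2 controls, from polarization read after 5 hr ambient incubation with T3-loaded human TRb LBD.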
Tau fibril FP: tau fibrillization inhibition (FP) | Potency, µM (doses to about 57.7 µM), for the others: at the top dose activity, negative = inhibition, usual class: inhibitors | P10636 | K18 P301L tau heparin fibrillization, Alexa594 FP, 6 h | hit rate 0.39% among 280,000; further: nearly all actives have a fitted effect of over 55% in size
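Human K18 P301L fragment (15 uM unlabeled plus 0.24 uM Alexa 594-labeled) in 100 mM sodium acetate pH 7 with compound, aggregation induced by 20 uM heparin for 6 hr at 37 C. ThT (30 uM) added for 1 hr, then Alexa 594 FP read.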
RGS12 GoLoco inh: inhibitors of human Gai1-RGS12 GoLoco interaction (red fluorophore); P63096; Gai1:RGS12 GoLoco peptide FP, rhodamine, 10 min; Potency, µM (top dose mostly 61.6 µM), for inactives: at the top dose activity, negative = inhibition, usual class: inhibitors; hit rate 0.44% among 230,000; AID 880; active means well fitted inhibition curve with a large enough effect, not every such curve was filed as active; inactive means no such curve, though single readings can be large or run the other way; further: nearly all actives have a fitted effect of over 30% in size; many of its hits are not listed in these tables
Active calls of the source: *; i = inactive; ? = inconclusive; . = not tested or not shown; & = joins results of further samples; [ ] = remark or other dose. Unless noted, the call rests on the fitted dose curve; in most records, active means well fitted curve in the direction sought with a large enough effect; inconclusive means small, poorly fitted or top-dose-only effect, or another doubt; inactive means no such curve, though single readings can be large; an effect the other way counts as inactive or inconclusive. Unless noted, on the % scale 0 is the no-effect control and ±100 the full control effect; potency means the concentration at half of the fitted maximal effect. A portion of the library; the hit share may differ from the screen's.

SMILES | L3MBTL1 inh | TexasRed fluor | JMJD2E inh | RECQ1 helicase | Tau fibril ThT | TRb SRC2 PPI | Tau fibril FP | RGS12 GoLoco inh
NC(=O)c1c(-c2cccs2)csc1N | -10% | 2% | ? | -14% | ? | 2% | -13% | 3%
CCn1c(=O)c2c3c(sc2n2c(=S)[nH]nc12)CCC3 | . | -1% | 6% | -13% | -10% | -15% | 6% | -17%
CC(=O)Nc1ccc(SCC(=O)Nc2sccc2C#N)cc1 | . | -1% | 1% | i | -1% | -7% | 3% | 4%
Cc1ccc(CNC(=O)c2ccc(S(=O)(=O)Nc3c(C)n(C)n(-c4ccccc4)c3=O)cc2)cc1 | . | 0% | 13% | 4% | -9% | 7% | -3% | 2%
COCCOC(=O)C1=C(N)Oc2c(oc(CO)cc2=O)C1c1c(F)cccc1Cl (stereo unspecified) | . | 0% | 4% | -5% | -7% | 3% | 5% | 13%
CC(=O)/C(=N\Nc1ccccc1)Oc1ccc([N+](=O)[O-])cc1 | -17% | 2% | -5% | -8% | 1% | -18% | 4% | 6%
CC(=O)Nc1ccc(NC(=O)C2CC(=O)N(c3ccccc3Cl)C2)cc1 (stereo unspecified) | . | 2% | 9% | -1% | 0% | 3% | 8% | -2%
Cc1ccc(NC(=O)N2CCc3ccccc32)cc1 | 2% | 3% | -1% | i | -20% | -3% | -2% | 17%
Cc1ccc2c(c1)C(c1ccccc1)N(C(=O)C(C)C)CC(=O)N2 (stereo unspecified) | -27% | -2% | -2% | -13% | 1% | 0% | 1% | 6%
CCOC(=O)C(C)n1cnc2c(nnn2-c2ccc(OC)cc2)c1=O (stereo unspecified) | 30% | 2% | 6% | -12% | 8% | -15% | 4% | 17%
CCC(=O)Nc1ccc(NC(=O)c2ccccc2Cl)nc1 | . | -5% | 2% | 9% | -12% | -7% | 6% | 1%
CN(C)CCNC(=O)C(=O)NCC1OCCCN1S(=O)(=O)c1cccs1 (stereo unspecified) | 5% | -2% | 10% | i | 7% | 0% | 4% | 8%
Cc1sc2c(c1C)c(=O)n(-c1ccccc1)c(=O)n2CC(=O)c1ccc(Cl)cc1 | . | ? | . | . | ? | 3% | -12% | .
CC1CCCCN1C(=O)CSc1nc(C2CC2)nc2c1cnn2-c1ccccc1 (stereo unspecified) | -4% | 4% | ? | -13% | -17% | -10% | -9% | -9%
CC(=O)Nc1ccc(S(=O)(=O)N(C)CC(=O)OCC(=O)Nc2cccnc2Cl)cc1 | 3% | 0%[53 µM] | 4% | -8% | 7% | 1%[53 µM] | -5% | -1%
CCCS(=O)(=O)c1nc(S(=O)(=O)c2ccc(C)cc2)c(N2CCCC2)s1 | . | 1% | 1% | i | -16% | -7% | 0% | -4%
COC(=O)c1cccc(NC(=O)CC2NCCNC2=O)c1 (stereo unspecified) | 2% | 0% | 5% | i | 0% | -5% | 2% | -1%
Cc1cc(Cl)c(S(=O)(=O)Nc2ccon2)cc1OCC(=O)NC1CCCCC1 | 6% | 3% | 0% | -2% | -12% | -1% | -4% | 0%
O=C(CSc1nncn2c1cc1sccc12)Nc1ccc(Br)cc1F | . | -1% | . | . | -7% | -9% | -15% | .
N#Cc1ccccc1NC(=O)CNc1ccccc1N1CCCCC1 | . | -1% | 2% | i | -13% | -4% | 11% | 8%
COc1ccc(CNC(=O)CCc2c(C)nn(-c3ccc(N4CCCC4)nn3)c2C)c(OC)c1 | . | -1% | . | . | -7% | 10% | 4% | .
CCOC(=O)c1c(C)n(OCc2ccccc2)c2ccc3nonc3c12 | 30% | 0% | ? | -18% | -15% | -12% | -10% | 3%
COc1ccc(OC)c(NC(=S)NCCN2CCOCC2)c1 | -3% | -1%[53 µM] | 2% | -3% | 14% | -4%[53 µM] | 7% | 6%
COc1ccc(N2CCN(CCCNC(=O)C3CCCN(S(=O)(=O)c4cnc[nH]4)C3)CC2)cc1 (stereo unspecified) | -10% | -11% | ? | -4% | -1% | -9% | 9% | 9%
CCCc1cc(=O)n2[nH]c(C(F)(F)F)nc2n1 | 6% | -4% | -10% | i | 4% | -7% | ? | 14%

Overlap with the part before: 2 entries; new compounds follow.
SMILES | L3MBTL1 inh | TexasRed fluor | JMJD2E inh | RECQ1 helicase | Tau fibril ThT | TRb SRC2 PPI | Tau fibril FP | RGS12 GoLoco inh
COc1ccc(N2CCN(CCCNC(=O)C3CCCN(S(=O)(=O)c4cnc[nH]4)C3)CC2)cc1 (stereo unspecified) | -10% | -11% | ? | -4% | -1% | -9% | 9% | 9%
CCCc1cc(=O)n2[nH]c(C(F)(F)F)nc2n1 | 6% | -4% | -10% | i | 4% | -7% | ? | 14%
O=C(Nc1ccc2c(c1)C(=O)OC2)c1ccc(F)cc1F | 9% | -3% | -17% | i | -13% | -5% | -11% | 9%
Cc1cc(=O)oc2cc(OCC(=O)N3CCCc4ccccc43)ccc12 | . | 2% | ? | i | -28% | -7% | -1% | 0%
Cc1c(NC(=O)c2ccc(-c3ccccc3)cc2)cccc1C(=O)O | 7% | 1% | -17% | -3% | -6% | 5% | 2% | 5%
CSC(=NS(=O)(=O)c1ccccc1)SC | 3% | -3% | ? | 0% | ? | -8% | ? | .
CN(C)CCN1C(=O)c2oc3ccccc3c(=O)c2C1c1cccc(Br)c1 (stereo unspecified) | -1% | 1% | -7% | -3% | 3% | 1% | -1% | -2%
CC1(C(=O)NCc2cc(F)cc(C(F)(F)F)c2)C=CC2(CCCCC2)N1C(=O)c1ccccc1 (stereo unspecified) | 2% | -1%&-1% | -1%&-15% | -2%&-5% | -14%&-1% | -6%&7% | 0%&5% | 10%&4%
Cn1c(=O)c2c(-c3ccccc3)n(-n3cnnc3)cc2n(C)c1=O | 2% | -1% | -8% | -2% | -12% | 10% | -4% | .
Cc1c(CCO)c(=O)[nH]n1C(=O)c1ccc(F)cc1 | 0% | -6% | 0% | -2% | -3% | -4% | -7% | 9%
COc1ccc(NC(=O)c2cc(S(=O)(=O)N3CCOCC3)cs2)cc1 | 8% | -6% | 0% | 27% | -1% | -2% | -3%[2.34 µM] | 5%
CCC(C)(C(=O)NC1CCCCC1)N(Cc1cccs1)C(=O)c1ccc(=O)[nH]c1 (stereo unspecified) | 9% | 0% | 7% | -4% | -1% | 0% | 0% | -3%
CCOc1ccc(CCNC(=O)C2CC(=O)N(C3CCCC3)C2)cc1OCC (stereo unspecified) | 7% | -1% | -3% | -6% | -2% | -1% | 0% | 2%
CCOc1ccc(C(=O)c2nc3c(n2O)CCCC3)cc1 | -6% | 2% | -5% | -2% | -8% | -15% | ? | 11%
CN1CCN(/C=N/c2sc3c(c2C#N)CCCCC3)CC1 | -4% | 0% | 5% | -9% | -16% | 4% | 7% | 4%
N#CC(=C1N=c2ccccc2=N1)c1c(O)[nH]c2ccccc12 | . | 1% | 4% | i | ? | -17% | 10% | 6%
Cc1ccnc(NC(=O)CCC(=O)N(CC(=O)NCc2ccccc2)Cc2ccco2)c1 | -18% | -2% | -1% | -6% | 11% | 1% | 3% | -2%
COCc1ccc(CN2CCc3c([nH]c4ccccc34)C2CC(C)C)o1 (stereo unspecified) | -26% | 1% | ? | i | ? | -11% | -15% | 25%
O=C(COc1cccc2ccccc12)NNC(=O)[C@@H]1CCCC[C@@H]1C(=O)O | . | 0% | 5% | -2% | -17% | 14% | 5% | -2%
CCOC(=O)c1ccccc1NC(=O)c1cnc(N2CCOCC2)c2ccccc12 | . | 2% | . | . | -7% | 2% | 2% | .
COc1ccc(-n2nnnc2SCC(=O)c2cccc(OC)c2)cc1 | . | -1% | 8% | 0% | -9% | -14% | -17% | 10%
O=C(CCCn1c(=O)c2cccn2c2cccnc21)NCCc1ccc(Cl)cc1 | . | -1% | . | . | -11% | 9% | -1% | .
N#C/C(=C\c1ccco1)C(=O)Nn1cnnc1 | -12% | -2% | ? | ? | 2% | -1% | 1% | 3%
COc1ccc(NC(=O)C(=O)NCC(c2cccnc2)N2CCc3ccccc32)cc1OC (stereo unspecified) | . | 0% | . | . | 3% | 3% | -7% | .
Cc1c(Br)c([N+](=O)[O-])nn1CC(=O)Nc1ccc(C(N)=O)cc1 | 0% | -3% | 0% | i | ? | -4% | -9% | -2%
N[C@H](CS)C(=O)O | . | 0% | . | 2% | ? | -3% | ? | 4%
O=C(COC(=O)c1ccccc1Br)Nc1ccc(F)cc1 | . | -2% | -11% | 0% | -9% | 0% | ? | 6%

Six successive records already listed:
SMILES | L3MBTL1 inh | TexasRed fluor | JMJD2E inh | RECQ1 helicase | Tau fibril ThT | TRb SRC2 PPI | Tau fibril FP | RGS12 GoLoco inh
O=C(Nc1ccc2c(c1)C(=O)OC2)c1ccc(F)cc1F | 9% | -3% | -17% | i | -13% | -5% | -11% | 9%
Cc1cc(=O)oc2cc(OCC(=O)N3CCCc4ccccc43)ccc12 | . | 2% | ? | i | -28% | -7% | -1% | 0%
Cc1c(NC(=O)c2ccc(-c3ccccc3)cc2)cccc1C(=O)O | 7% | 1% | -17% | -3% | -6% | 5% | 2% | 5%
CSC(=NS(=O)(=O)c1ccccc1)SC | 3% | -3% | ? | 0% | ? | -8% | ? | .
CN(C)CCN1C(=O)c2oc3ccccc3c(=O)c2C1c1cccc(Br)c1 (stereo unspecified) | -1% | 1% | -7% | -3% | 3% | 1% | -1% | -2%
CC1(C(=O)NCc2cc(F)cc(C(F)(F)F)c2)C=CC2(CCCCC2)N1C(=O)c1ccccc1 (stereo unspecified) | 2% | -1%&-1% | -1%&-15% | -2%&-5% | -14%&-1% | -6%&7% | 0%&5% | 10%&4%
